# p53null 32C tox: p53 null cell cytotoxicity, permissive temperature. H1299-neo p53 null cells, ATP luminescence, 24 h, 32C. 0.62% of 55,000 active. Potency, µM (series often up to 46.1 µM), without a hit: top-dose activity change, negative = cytotoxicity, most hits filed as cytotoxic;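 also: potency is read from the fitted curve at half-maximal effect; 0% = DMSO only and -100% = full killing by 100 µM tamoxifen; nearly all actives have a fitted effect of over 55% in size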
#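 Luminescent ATP readout gave cell viability of p53-null H1299-neo cells after a 24 h compound exposure at the permissive 32C. Titrations ran up to 46 uM, and AC50s were fitted with the standard Hill equation.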
# PTAP-TSG101 blk: blocks PTAP binding to human TSG101, validation; Fluorescence polarization, FITC-PTAP peptide/Tsg101, 20 min; Potency, µM (titrated, usually from 115 µM), without a hit: at the top dose activity change, negative = inhibition, most hits filed as inhibitors; 44,000 tested, under 10 active; AID 1347069; also: potency is read from the fitted curve at half-maximal effect; 0% is about no effect
#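 Compounds pinned into 10 uM Tsg101 binding domain, then 50 nM FITC-PTAP peptide added in pH 7.5 HEPES buffer; FP read after 20 min, room temperature. Total S+P intensity flags fluorescent compounds; active cut-off <25 µM, efficacy <60%.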
# p53null 39C kill: p53 null cell cytotoxicity, nonpermissive temperature. H1299 p53-null (neo) cells, 39C, ATPlite viability, 24 h. Potency, µM (top dose mostly 46.1 µM), without a hit: at the highest dose activity, negative = cell killing, actives largely listed as cytotoxic. 0.97% of 55,000 active. AID 904;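 also: potency is read from the fitted curve at half-maximal effect; 0% = DMSO only and -100% = full killing by 100 µM tamoxifen; nearly all actives have a fitted effect of over 50% in size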
#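 Cells seeded at 600/well, 37C overnight. Compound added (up to 46 uM), plates shifted to 39C for 24 hr. ATPlite added, luminescence read after 20 min at room temperature.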
# NTMT1 inh: blocks human N-terminal methyltransferase 1 activity. 2.5% of 59,000 active. AID 1645870. Q9BV86. Potency, µM (doses to about 114 µM), for the others: at the highest dose activity change, negative = inhibition, usual class: inhibitors. NTMT1 MTase-Glo SAH luminescence, purified enzyme;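 also: potency is read from the fitted curve at half-maximal effect; plate controls were DMSO vehicle for no effect and no enzyme for full effect; nearly all actives have a fitted effect of over 65% in size; many of its hits are not listed in these tables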
# Target sequence (Q9BV86 whole entry, looked up): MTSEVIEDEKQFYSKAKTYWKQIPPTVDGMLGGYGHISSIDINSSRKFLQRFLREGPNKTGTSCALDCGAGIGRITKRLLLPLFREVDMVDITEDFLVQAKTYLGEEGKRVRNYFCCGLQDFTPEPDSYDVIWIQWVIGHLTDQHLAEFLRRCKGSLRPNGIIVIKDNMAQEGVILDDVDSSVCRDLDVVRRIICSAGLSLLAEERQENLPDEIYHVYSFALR
# GALK inhibitor: inhibitors of human galactokinase (GALK). P51570. recombinant GALK, Kinase-Glo ATP luminescence, 1 h. Potency, µM (doses to about 57.5 µM), for the others: top-dose activity, negative = inhibition, hits mostly inhibitors. 44,000 tested, under 10 active;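 also: plate controls were full GALK reaction for no effect and reaction lacking GALK for full effect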
#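 Human GALK (5 nM) was incubated with 35 uM ATP and 100 uM galactose in 20 mM HEPES pH 8.0 with MgCl2, NaCl, DTT and BSA for 1 h at room temperature. Remaining ATP was measured by Kinase-Glo Plus luminescence.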
# B2AR arrestin ag: agonists recruiting beta-arrestin to human beta2-adrenergic receptor | Potency, µM (highest dose often 46.1 µM), without a hit: at the highest dose activation, most hits filed as activators | 44,000 tested, under 10 active | AID 1347077 | P07550 | HTLA Tango cells, beta-arrestin recruitment, luciferase luminescence, 18 h;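 also: potency is read from the fitted curve at half-maximal effect; 0% = DMSO and full agonism = EC100 isoproterenol or metaproterenol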
#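 Receptor–beta-arrestin recruitment read by tTA-responsive luciferase: compound titrations (up to 46 µM) incubated 18 h with Tango cells, then luminescent substrate 15 min at room temperature. Concentration-response fits classified by r2, efficacy and activity.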
# FH mod: Identification of activators of human fumarate hydratase by quantitative high-throughput screening; Fumarate hydratase, mitochondrial (Homo sapiens), P07954; Potency, µM (titrated, usually from 79.9 µM), for inactives: at the top dose activity change, negative = inhibition, hits mostly inhibitors; FH coupled MDH/diaphorase resazurin fluorescence, 15 min; 0.22% of 54,000 active; also: potency is read from the fitted curve at half-maximal effect; % is scaled to controls: 0 for no effect and ±100 for the full control effect; the screen sought activators but most active calls are inhibition curves; nearly all actives have a fitted effect of over 45% in size
# Target sequence (P07954 whole entry, looked up): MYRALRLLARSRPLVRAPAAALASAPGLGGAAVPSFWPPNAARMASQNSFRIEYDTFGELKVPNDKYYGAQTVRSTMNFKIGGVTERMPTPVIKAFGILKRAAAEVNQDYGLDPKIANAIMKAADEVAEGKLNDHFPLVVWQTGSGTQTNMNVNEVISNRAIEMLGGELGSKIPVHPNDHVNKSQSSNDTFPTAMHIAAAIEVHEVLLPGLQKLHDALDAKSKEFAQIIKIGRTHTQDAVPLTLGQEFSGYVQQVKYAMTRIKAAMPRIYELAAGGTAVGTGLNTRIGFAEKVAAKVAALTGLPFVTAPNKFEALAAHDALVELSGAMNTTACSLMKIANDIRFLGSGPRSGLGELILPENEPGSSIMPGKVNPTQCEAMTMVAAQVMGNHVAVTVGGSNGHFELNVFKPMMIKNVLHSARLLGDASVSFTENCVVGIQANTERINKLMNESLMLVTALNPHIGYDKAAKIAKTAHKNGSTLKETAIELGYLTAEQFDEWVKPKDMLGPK
# An asterisk follows results filed as active; ? = inconclusive; . = no result given; [ ] = dose if it differs, or a comment. Calls follow the shape of the dose curve; as a rule, active = well fitted curve in the direction sought with a large enough effect; inconclusive = small, poorly fitted or top-dose-only effect, or another doubt; inactive = no such curve, though single readings can be large; an effect the other way counts as inactive or inconclusive. The list is partial; the hit share may differ from the screen's.
# Below each compound – p53null 39C kill, NTMT1 inh, GALK inhibitor, p53null 32C tox, B2AR arrestin ag, PTAP-TSG101 blk, FH mod
CCOC(=O)c1c(S(=O)(=O)N2CCCC(C(=O)N3CCN(c4ccc(F)cc4)CC3)C2)c(C)n(C)c1C (configuration not stated)
  18%, -1%, -2%, -6%, -2%, 0%, -13%
CCN(C(=O)c1sc2nc3n(c(=O)c2c1C)CCCC3)c1ccccc1F
  -16%, 2%, 1%, 4%, 0%, ?, -13%
Cc1c(C(=O)N(Cc2ccc(Cl)cc2)CC2CCCO2)oc2ccc(F)cc12 (configuration not stated)
  -10%, 7%, -7%, -6%, -5%, 0%, -15%
Cc1ccccc1CSc1cn(CC(=O)N2CCCCCC2)c2ccccc12
  -3%, -3%, -9%, 13%, -1%, -1%, -30%
Cc1ccc2c(CNCCc3ccccc3)c(C(=O)O)n(Cc3ccccc3C)c2c1
  -3%, -4%, 0%, 12%, 2%, 2%, -21%
COc1ccc(C(=O)NCCn2cc(SCC(=O)Nc3cccc(C)c3)c3ccccc32)cc1
  ., -7%, 7%, ., 0%, -8%, -19%
CCOc1cccc(C(=O)N(Cc2ccc(N(C)C)cc2)CC2CCCO2)c1 (configuration not stated)
  8%, -10%, 3%, -4%, 0%, -3%, ?
COc1ccccc1NC(=O)c1cc2c(=O)n(Cc3cccs3)ccc2nc1C
  -8%, ., -3%, 7%, 0%, 3%, .
CCc1nc(-c2cc(S(=O)(=O)N3CCN(c4ccccc4F)CC3)ccc2OC)no1
  -6%, 12%, -10%, 2%, -3%, -5%, ?
O=C(NC1CCCCCC1)c1ccc2c(c1)sc1nc(-c3ccccc3)cn12
  -3%, -21%, 2%, 4%, -1%, -3%, 0%
Cc1cccc(CN2C(=O)c3ccccc3Sc3ccc(C(=O)NC4CCCCC4)cc32)c1
  -5%, 9%, 0%, 2%, 1%, -4%, -25%
O=C(CCC1N=C2c3ccccc3N=C(SCc3ccc(Cl)cc3)N2C1=O)NCCc1ccccc1 (configuration not stated)
  10%, 0%, -2%, 36%[activator], 0%, -6%, ?
Cc1ccc(-c2cc(C(F)(F)F)n3ncc(-c4ccccc4)c3n2)cc1
  4%, 3%, 3%, -10%, 1%, 0%, 1%
Cc1ccc(-c2cn3c(n2)sc2cc(C(=O)NCCCc4ccccc4)ccc23)c(C)c1
  -14%, 5%, -11%, 3%, 0%, -2%, -12%
CCOC(=O)c1c(NC(=O)CCCOc2ccc(C)cc2)sc2c1CCC(C)C2 (configuration not stated)
  4%, 2%, 2%, 3%, -2%, 5%, -4%
COc1ccc(C(=O)Nc2nc(-c3nnn(-c4ccc(C(C)C)cc4)c3C)ns2)cc1
  -11%, 12%, 2%, -2%, -1%, 0%, 3%
O=C(NCc1ccc2c(c1)CCN2C(=O)c1ccncc1)c1ccc(Cl)cc1
  -18%, -9%, 3%, 7%, -1%, -5%, -11%
CCOc1ccc(/C=C/c2nc3ccccc3n2S(=O)(=O)c2ccc(Br)cc2)cc1
  7.9µM*, ?, 1%, 13µM*, -1%, -7%, 2%
CCCCS(=O)(=O)c1oc(-c2ccc(F)cc2)nc1S(=O)(=O)c1ccccc1
  ?, 3%, 0%, 18µM*, 0%, -2%, -21%
COc1ccccc1CNC(=O)CN1C(=O)CSc2ccc(S(=O)(=O)N(C)C)cc21
  -8%, -2%, 1%, -6%, -1%, -7%, 2%

# A section from further up:
# Below each compound – p53null 39C kill, NTMT1 inh, GALK inhibitor, p53null 32C tox, B2AR arrestin ag, PTAP-TSG101 blk, FH mod
CCOC(=O)c1c(S(=O)(=O)N2CCCC(C(=O)N3CCN(c4ccc(F)cc4)CC3)C2)c(C)n(C)c1C (configuration not stated)
  18%, -1%, -2%, -6%, -2%, 0%, -13%
CCN(C(=O)c1sc2nc3n(c(=O)c2c1C)CCCC3)c1ccccc1F
  -16%, 2%, 1%, 4%, 0%, ?, -13%
Cc1c(C(=O)N(Cc2ccc(Cl)cc2)CC2CCCO2)oc2ccc(F)cc12 (configuration not stated)
  -10%, 7%, -7%, -6%, -5%, 0%, -15%

# Further compounds
# Below each compound – p53null 39C kill, NTMT1 inh, GALK inhibitor, p53null 32C tox, B2AR arrestin ag, PTAP-TSG101 blk, FH mod
CN(C)CCNC(=O)C1CCN(c2ncnc3c2nc2n3CCCCC2)CC1
  -10%, 0%, 1%, -8%, 2%, 1%, -7%
Cc1ccc(C(=O)N/C(=C\c2ccc(Cl)cc2)C(=O)NC2CCCCC2)cc1
  -25%, 2%, -2%, 20%, 1%, 3%, -8%
CCOc1ccc(-n2c(=O)c3c(C)c(C)sc3n(Cc3cc(=O)n4cc(Cl)ccc4n3)c2=O)cc1
  10%, 4%, -1%, 7%, -1%, -1%, -7%
C#CC(C)(CC)NC(=O)c1cnn2c(C(F)F)cc(-c3ccccc3OC)nc12 (configuration not stated)
  -2%, -1%, 2%, -9%, -2%, -4%, -3%
O=c1c(S(=O)(=O)c2ccccc2)cn(Cc2ccc(F)cc2)c2cc(N3CCOCC3)c(F)cc12
  -14%, 7%, 2%, -10%, -1%, -1%, -36%
CCCS(=O)(=O)c1nc(S(=O)(=O)c2ccc(C)cc2)c(NCc2ccccc2Cl)s1
  4%, 7%, -9%, 1%, -3%, 1%, -9%
CC(=O)c1ccc(N2CCN(S(=O)(=O)c3ccc4[nH]c5c(c4c3)CCCCC5)CC2)cc1
  -20%, -18%, 0%, -11%, 0%, -2%, -16%
Nc1c(-c2nc(-c3ccccc3)cs2)c2ccccn2c1C(=O)c1ccc2c(c1)OCO2
  -18%, 8%, 3%, -2%, -3%, 0%, -1%
Cc1ccc(CNC(=O)Cn2c(=O)n(-c3ccc(C)c(F)c3)c(=O)c3sc4ccccc4c32)cc1
  -7%, 9%, -1%, -1%, 1%, -7%, 0%
COc1cccc(C2C(C(=O)Nc3ccc(Cl)cc3)=C(C)Nc3nc4ccccc4n32)c1OC (configuration not stated)
  -4%, 15%, 6%, 13%, 0%, 0%, ?
Cc1ccc2oc(-c3cccc(NC(=O)c4ccc(N5CCC(C)CC5)c([N+](=O)[O-])c4)c3)nc2c1
  16%, 12%, 0%, -7%[9.22 µM], 1%, -9%, -3%
CCCS(=O)(=O)Nc1cccc(-c2cn3ccsc3n2)c1
  -17%, ?, 4%, -16%, 2%, 2%, -10%
Cc1ccc(-c2n[nH]c3c2C(c2cccs2)N(c2ccc(Cl)cc2)C3=O)cc1 (configuration not stated)
  ?, -2%, 8%, 68%[activator], 4%, 0%, ?
CCOc1ccc(CCNC(=O)c2cc3n(n2)CCCN(Cc2ccc(C)cc2)C3=O)cc1OCC
  -9%, 7%, 2%, -12%, 1%, 0%, -6%
COc1ccc(C(=O)Nc2cc(-c3nc4ncccc4o3)ccc2C)cc1Br
  -15%, -7%, 0%, -16%, 0%, -6%, -7%
CCc1ccccc1NC(=O)N1CCN(Cc2nc3ccc(C)cc3o2)CC1
  -7%, 7%, 0%, -4%, 1%, 0%, 9%
Cc1ccc(-n2c(=O)[nH]c3cc(C(=O)NCCc4ccccc4)ccc3c2=O)cc1
  -6%, 8%, -2%, 3%, 1%, 2%, 4%
Cc1c(C(=O)Nc2cccc(C(F)(F)F)c2)sc2nc[nH]c(=O)c12
  -5%, -9%, 0%, -2%, 0%, 0%, -2%
CN(CCCNC(=O)c1cc2c(Cl)nc3ccccc3c2s1)Cc1ccccc1
  25µM*, ?, 9%, ?, 1%, -5%, 0%
COc1cc(NC(=O)Cn2c(=O)n(C(C)C)c(=O)c3oc4ccccc4c32)cc(OC)c1
  -15%, 7%, 2%, -6%, 1%, 0%, -18%
COc1cc(CNc2ccc3[nH]c(=O)[nH]c3c2)cc(Br)c1OCc1ccc(F)cc1
  -15%, -6%, -2%, -29%, -4%, 5%, ?
Cc1ccc(/C=C/c2onc(C)c2S(=O)(=O)N2CCC(C(=O)N3CCN(c4cc(C)ccc4C)CC3)CC2)cc1
  -8%, 5%, 3%, 2%, 0%, 0%, -11%
Cc1ccn2c(=O)cc(COc3ccc(NC(=O)COc4ccccc4)cc3)nc2c1
  9%, 18%, ?, -1%, -1%, -1%, 0%
COc1ccc(C)cc1NC(=O)C1CCCN(c2ncnc3onc(C)c23)C1 (configuration not stated)
  -9%, 16%, -2%, -2%, 1%, -5%, 12%
Cc1cc2c(cc1S(=O)(=O)CCC(=O)N1CCC(C)CC1)OCC(=O)N2
  31%[activator], 8%, 4%, 18%, 4%, 0%, -13%
O=C(CCC1N=C2c3ccccc3N=C(SCc3cccc(F)c3)N2C1=O)NCc1cccs1 (configuration not stated)
  7%, -10%, 1%, 14%, -2%, 1%, -18%
CCN(CC)CCNC(=O)c1sc2nc3n(c(=O)c2c1C)CCCCC3
  3%, -1%, 0%, 10%, 1%, 0%, 6%
Cn1c(=O)c2c(nc(NCCc3ccccc3)n2Cc2ccc(Cl)cc2)n(C)c1=O
  ?, 17%, -2%, ?, -2%, 2%, -25%
CCOC(=O)c1cnc2ccccc2c1Nc1cccc(OC)c1
  ?, ?, 1%, 2%, -1%, -8%, -17%
CC1=C(C(=O)Nc2ccccc2)C(c2ccccn2)n2nc(SCc3ccccc3)nc2N1 (configuration not stated)
  15%, -4%, -2%, -4%, -2%, 4%, 1%
Cc1cccc(Cn2c(=O)n(Cc3ccccc3)c(=O)c3c2c2cc(C)ccc2n3C)c1
  -7%, 11%, 5%, -3%, -1%, -4%, -26%
COc1ccc(N(C)C(=O)c2cn(C3CCCCC3)c(=O)c3c2c2ccccc2n3C)cc1
  8%, 2%, 2%, 13%, -2%, -2%, ?
Cc1ccc(-c2onc(C)c2C)cc1S(=O)(=O)N1c2ccccc2CC1C (configuration not stated)
  20%, ?, 2%, 5%, -1%, -2%, -24%
Cc1ccccc1C(=O)c1cccn1CC(=O)NCc1ccc(Cl)cc1
  -6%, -5%, 1%, 6%, -2%, 7%, 0%
CCOC(=O)c1c(NC(=O)C(C)Oc2ccccc2F)sc(C(C)=O)c1C (configuration not stated)
  ?, ., 3%, -12%, 1%, -4%, .
CCC(=O)C1=C(c2ccc(F)cc2)N(C(=O)CC)n2c(nnc2-c2ccc(OC)cc2)S1
  13%, -13%, -2%, 9%, ?, 1%, 0%
CC(C)c1ccccc1NC(=O)CSc1nnc(COc2ccccc2)o1
  5%, -7%, 4%, 2%, 0%, 1%, -30%
CCOC(=O)c1c(C)c(-c2ccccc2)n(CC(=O)Nc2cc(C)cc(C)c2)c1C
  -10%, 2%, 6%, -6%, 0%, 1%, -9%
Cc1ccc(CSc2nc3c(c(=O)[nH]2)C(c2cccc(F)c2F)CC(=O)N3)cc1 (configuration not stated)
  -6%, 5%, -4%, -13%, -5%, -4%, 10%
Cn1nnnc1SCCNCc1ccc(Cl)c(Cl)c1
  -25%, 0%, ?, 5%, 0%, -8%, 0%
COc1ccc(CNC(=O)C(C)n2nc(C)c3sc4ccccc4c3c2=O)cc1OC (configuration not stated)
  -35%, -2%, 3%, -3%, -2%, 1%, -15%

# Screens deposited in PubChem BioAssay by National Center for Advancing Translational Sciences (NCATS).
